# Screens (PubChem)
# GDH-TPI counter = counter-screen for M. tuberculosis FBA inhibitors: GDH-TPI coupled enzymes. 360,000 tested, 1.2% active. GDH-TPI coupled enzyme counterscreen, NADH absorbance. inhibition, % at 4.8 µM;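 note: 0% = DMSO wells and 100% = wells lacking the enzyme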
# CCHFV vOTU inh = blocks the CCHF virus ovarian tumor domain protease | CCHFV vOTU protease, Pep-AMC fluorescence | inhibition, % at 11.5 µM | 370,000 tested, 0.55% active; note: 0% = vehicle wells with enzyme and 100% = no enzyme wells
# FadD28 binding = blocks FadD28 binding to the bisubstrate probe | inhibition, % at 12.5 µM | fluorescence polarization | AID 588549 | 360,000 tested, 0.22% active; in the data active = inhibition above about 8.5%, passing the limit was not always enough; inconclusive = no clear call, values can overlap the other calls
# BoNT F protease = inhibitors of Botulinum neurotoxin F light chain protease; Multiplex microsphere protease cleavage assay, flow cytometry; inhibition, % at 10 µM; 360,000 tested, 0.22% active; AID 588497; in the data active = inhibition above about 35%, passing the limit was not always enough; inconclusive = no clear call, values can overlap the other calls; note: plate controls were buffer without enzyme for full effect and enzyme alone for no effect
# MazEF act = increases E. coli MazEF RNase cleavage of RNA. P0AE70. FAM/BHQ RNA-DNA oligo cleavage fluorescence, 5 h. activation, % at 20 µM. 350,000 tested, 0.32% active. AID 504720; in the data active = activation above about 50%
# Target sequence (P0AE70 whole entry, looked up): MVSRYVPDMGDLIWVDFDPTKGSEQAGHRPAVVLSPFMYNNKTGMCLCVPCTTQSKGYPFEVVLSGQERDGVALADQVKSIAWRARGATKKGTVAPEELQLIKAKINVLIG
# Rv3671c protease = inhibits the M. tuberculosis serine protease Rv3671c; P9WHR9; inhibition, % at 5.96 µM; 320,000 tested, 0.048% active; AID 2606; in the data active = inhibition above about 38%;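 note: extracellular domain of Rv3671c used as enzyme; 0% = enzyme with DMSO and 100% = no enzyme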
# DUSP3 inh = inhibitors of human VHR1 phosphatase (DUSP3). P51452. recombinant VHR phosphatase, pNPP absorbance. inhibition, % at 13.3 µM. 290,000 tested, 0.52% active. AID 1654; in the data active = inhibition above about 50%; note: some compounds called inactive have numbers as strong as hits
# Target sequence (P51452 whole entry, looked up): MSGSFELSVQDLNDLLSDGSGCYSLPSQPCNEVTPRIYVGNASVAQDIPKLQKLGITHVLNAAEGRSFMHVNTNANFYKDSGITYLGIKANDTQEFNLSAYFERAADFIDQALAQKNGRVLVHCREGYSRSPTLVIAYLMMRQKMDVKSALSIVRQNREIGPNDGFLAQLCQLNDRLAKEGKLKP
# Mtb FBA inh = inhibitors of M. tuberculosis fructose-bisphosphate aldolase | 360,000 tested, 2.3% active | purified M. tuberculosis FBA, fluorescence read-out | inhibition, % at 1 µM; in the data active = inhibition above about 27%;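 note: 0% = vehicle and 100% = reference inhibitor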
# Target sequence (P9WQA3 whole entry, looked up): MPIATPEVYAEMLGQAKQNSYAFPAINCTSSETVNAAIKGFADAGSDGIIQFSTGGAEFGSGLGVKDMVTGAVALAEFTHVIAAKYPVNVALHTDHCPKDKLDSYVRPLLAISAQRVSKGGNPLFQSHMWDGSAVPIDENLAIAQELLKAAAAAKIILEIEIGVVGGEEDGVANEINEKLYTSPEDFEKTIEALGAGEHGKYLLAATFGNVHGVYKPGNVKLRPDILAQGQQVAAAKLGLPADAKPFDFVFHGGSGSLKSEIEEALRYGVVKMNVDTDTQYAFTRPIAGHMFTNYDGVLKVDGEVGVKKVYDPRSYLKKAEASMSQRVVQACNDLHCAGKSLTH
# Mtb BioA inh = blocks M. tuberculosis BioA enzyme activity; AID 602481; inhibition, % at 9.99 µM; purified M. tuberculosis BioA enzyme, plate reader; 360,000 tested, 0.096% active; in the data active = inhibition above about 40%; inconclusive = no clear call, values can overlap the other calls
# UGM FP inh = inhibitors of M. tuberculosis UDP-galactopyranose mutase. P9WIQ1. purified UGM, fluorescence polarization probe displacement. inhibition, % at 10 µM. 320,000 tested, 0.06% active. AID 504406; in the data active = inhibition above about 10%, passing the limit was not always enough; inconclusive = no clear call, values can overlap the other calls
# * = called active by the depositor; ? = inconclusive; · = no result given; & = joins results of further samples. Cut-off read from the data, not from the text of the source, unless noted: active = inhibition above about 30%; inactive = the rest.
SMILES,GDH-TPI counter,CCHFV vOTU inh,FadD28 binding,BoNT F protease,MazEF act,Rv3671c protease,DUSP3 inh,Mtb FBA inh,Mtb BioA inh,UGM FP inh
CCOC(=O)N1CCN(c2c(NCCCOC(C)C)c(=O)c2=O)CC1,3,-3,-3.7,-6,-11,0,-9,-2,-1.0,0.6
Cc1cccc(Oc2cnn(C(C)(C)C)c(=O)c2Cl)c1,2,-3,0.9,-13,-1,-4,22,-1,-0.3,0.2
COc1cccc(OC)c1OCCNCCO,-9,-2,-2.2,-7,-9,7,-5,2,-1.5,1.9
CCCC(=O)N(CCN1CCOCC1)c1nc2c(C)ccc(C)c2s1,-2,18,-5.7,-13,5,1,-7,-1,-1.3,0.4
OC1(Cc2ccccc2)CCNCC1,24,7,-0.5,·,-22,3,31&27,2,-4.3,-3.1
COc1ccc(N2C(=O)C3[C@@H](C2=O)C2(Cl)C(Cl)=C(Cl)C3(Cl)C2(OC)OC)cc1 (stereo partly drawn),7,-17,-5.0,1,-6,3,8,1,0.4,0.0
Cc1ccc(C)c(NC(=O)C2CC(O)CN2C(=O)OCc2ccccc2)c1 (stereo not drawn),2,6,-1.7,-6,2,-6,27,1,-0.7,2.5
Cc1ccc(S(=O)(=O)N2CCN(c3ncnc4sccc34)CC2)cc1,-10,-3,-4.4,0,2,5,0,-1,3.3,-5.2
Cc1ccc(NC(=O)COC(=O)C2CC2)cc1Cl,7,4,-3.8,-4,2,3,·,0,0.2,2.0
Cc1ccc(Cc2cnc(NC(=O)/C(C#N)=C/c3ccc(-c4ccccc4[N+](=O)[O-])o3)s2)cc1,-4,13,-2.7,6,6,5,3,1,-1.6,-0.8
COc1cc([N+](=O)[O-])cc(/C=N/NC(=O)c2ccc(C)nc2)c1O,37*,3,-0.9,0,8,14,-4,-12,·,-0.2
COc1cc(OC)nc(Oc2ccccc2C(=O)Oc2cccc(C)c2)n1,7,-1,0.1,-15,4,-4,25,-2,-0.7,1.4
CC1CCN(C(=O)Cn2cc(S(=O)(=O)CC(=O)N3CCOCC3)c3ccccc32)CC1,1,20,-2.6,2,2,7,1,-1,-2.7,1.1
Cc1ccc(C)c(-c2cc(C(=O)NN3CCOCC3)c3ccccc3n2)c1,2,10,-0.6,1,3,-4,12,3,·,-2.8
COC(=O)c1ccc2c(c1)C(=O)/C(=C/c1ccc(C)cc1)O2,-1,-13,-4.5,-3,-2,-21,-14,0,·,0.5
CCCCN1CC(COCc2ccccc2)Oc2cc(Br)ccc2S1(=O)=O (stereo not drawn),4,18,-0.6,-3,1,·,·,-1,-1.5,·
Cc1cccc(N(CC(=O)NC2CCCCC2)C(=O)CCC(=O)Nc2nccs2)c1,-10,-11,-3.5,6,1,6,22,-2,0.3,0.7
CC1(C)CNC(=S)N1Cc1ccccc1,1,15,-3.5,-6,4,·,·,1,-0.9,·
CC1(c2ccc3noc(-c4cccc(F)c4)c3c2)OCCO1,7,11,-3.3,0,0,18,-1,3,-4.1,0.8
COc1ccc(S(=O)(=O)N2CCOC2CNC(=O)C(=O)NCCc2ccc(S(N)(=O)=O)cc2)cc1 (stereo not drawn),2,0,-2.3,-7,4,-5,25,-7,-1.2,1.5
COc1ccc(/C=N\NC(=O)CNC(=O)C2COc3ccccc3O2)cc1[N+](=O)[O-] (stereo not drawn),-8,-3,-5.2,3,13,3,25,-1,0.6,-1.9
Cc1nc(COc2ccccc2Cl)sc1-c1ccnc(N)n1,5,-4,-3.3,?,1,3,19,10,·,-6.0
O=C(CCCCCNc1nc(=S)[nH]c2ccccc12)N1CCN(c2ccccn2)CC1,15,-4,0.6,-3,·,-5,26,-1,-1.0,-0.1
CC(O)[C@H]1CNC(=O)C(=O)N1CCc1cc(C(F)(F)F)cc(C(F)(F)F)c1 (stereo partly drawn),-8,-3,-1.6,-6,4,0,26,0,-1.1,0.2
CCCc1ccc2oc(C(=O)N3CCC(O)CC3)c(C)c2c1,8,-11,-2.8,-4,-11,3,4,1,1.0,0.2
COc1cccc(C(=O)OCCN2CCOCC2)c1,3,0,-0.2,0,5,7,30,3,·,-2.4
O=S(=O)(Nc1ccncc1Cl)c1cccc(Cl)c1Cl,6,2,-0.6,0,-1,-2,13,5,·,2.0
O=S(=O)(c1ccccc1)c1nc(-c2ccccc2Cl)oc1NCCCN1CCOCC1,14,6,-1.2,-4,-13,2,·,2,-1.4,-1.4
COc1cc(CN2CC=C(c3ccc(F)cc3)CC2)cc(OC)c1,-1,-5,-0.9,-10,-6,·,-3,4,0.5,-1.5
CCCCCC(O)CCCC(=O)O (stereo not drawn),1,3,-0.5,-5,1,·,·,-3,-0.2,·
COCCNC(=O)C(OC(=O)c1nsc(Cl)c1Cl)C(C)C (stereo not drawn),4,8,-2.6,-6,8,11,11,1,·,-0.6
O=C(N/N=C/c1coc2ccc(Cl)cc2c1=O)c1cc(O)cc(O)c1,6,-3,-9.7,-1,4,·,40,0,-0.2,-2.0
N#C/C(=C/c1ccc(-c2ccccc2[N+](=O)[O-])o1)C(=O)NCCN1CCCCC1,17,6,-2.9,2,5,13,29,-2,·,3.4
CC(=O)n1cc([C@@H]2C=C(C(=O)N3CCN(Cc4ccc5c(c4)OCO5)CC3)O[C@H](OCCCCO)C2)c2ccccc21,-4,3,-5.8,-9,6,1,3,-1,-1.4,1.8
O=C(Nc1ccc(S(=O)(=O)N2CCOCC2)cc1)C1CC(=O)N(c2ccc(F)cc2)C1 (stereo not drawn),1,-1,1.9,10,-20,1,-25,-7,0.3,1.7
O=C(CSc1nc(-c2ccccc2)nc2c1CCCC2)N1CCOCC1,-3,-1,-1.1,-6,9,-3,20,-1,·,4.4
COc1ccccc1N(CN1CCCC1=O)C(=O)COc1ccccc1,8,-1,0.7,-3,-8,0,33,-3,·,0.0
CCC(C)CCN1C(N(C)C)=NC[C@@H]1Cc1ccccc1 (stereo partly drawn),7,-4,-2.1,6,-5,1,·,5,1.4,-1.5
Cc1ccc(CNc2nc3c([nH]2)c(=O)n(C)c(=O)n3C)cc1,12,8,-0.6,-2,5,0,6,1,0.6,-1.2
COc1ccc(C(C)=O)cc1COC(=O)c1cc(C)oc1C,5,2,-1.0,5,-1,-1,2,1,·,3.4
CCOCCCNC(=O)CN1C(=O)COc2ccc(S(=O)(=O)N3CCOCC3)cc21,3,-12,1.3,-3,6,-2,21,-5,-0.1,-0.4
O=C(Nc1ccc2nc3n(c(=O)c2c1)CCCCC3)c1ccccc1Cl,11,2,1.5,1,11,3,34,0,1.9,0.3
CC(=O)Nc1ccc(C(=O)OCC(=O)N2CCCC2=O)cc1,7,-19,-0.3,-9,0,8,·,3,-3.5,-2.5
Cc1ccc(C(=O)N/N=C\c2cccs2)cn1,24,-3,-1.9,4,-2,7,12,-1,·,1.3
CC(=O)c1ccc(OCCCC(=O)Nc2ccc(C)c(S(=O)(=O)N3CCOCC3)c2)cc1,7,-5,0.5,-4,3,·,·,-2,0.4,·
CN1CCN(Cc2ccc(N)cc2)CC1,7,5,-2.6,-1,-2,-3,1,0,·,0.5
COc1ccc(N2CCN(CC(=O)Nc3nc(C)cs3)CC2)cc1,3,-9,-2.2,-34,1,-7,-32,1,-0.1,-1.8
O=C(NCc1ccc2c(c1)OCO2)C1CCN(S(=O)(=O)c2ccc(F)cc2)CC1,6,3,-0.1,-4,-6,2,24,-2,0.3,-0.8

# Reformatted: entries from further up
N#C/C(=C/c1ccc(-c2ccccc2[N+](=O)[O-])o1)C(=O)NCCN1CCCCC1
  GDH-TPI counter = 17	CCHFV vOTU inh = 6	FadD28 binding = -2.9	BoNT F protease = 2	MazEF act = 5	Rv3671c protease = 13	DUSP3 inh = 29	Mtb FBA inh = -2	Mtb BioA inh = ·	UGM FP inh = 3.4
O=S(=O)(Nc1ccncc1Cl)c1cccc(Cl)c1Cl
  GDH-TPI counter = 6	CCHFV vOTU inh = 2	FadD28 binding = -0.6	BoNT F protease = 0	MazEF act = -1	Rv3671c protease = -2	DUSP3 inh = 13	Mtb FBA inh = 5	Mtb BioA inh = ·	UGM FP inh = 2.0
CCCCN1CC(COCc2ccccc2)Oc2cc(Br)ccc2S1(=O)=O (stereo not drawn)
  GDH-TPI counter = 4	CCHFV vOTU inh = 18	FadD28 binding = -0.6	BoNT F protease = -3	MazEF act = 1	Rv3671c protease = ·	DUSP3 inh = ·	Mtb FBA inh = -1	Mtb BioA inh = -1.5	UGM FP inh = ·
CCCCCC(O)CCCC(=O)O (stereo not drawn)
  GDH-TPI counter = 1	CCHFV vOTU inh = 3	FadD28 binding = -0.5	BoNT F protease = -5	MazEF act = 1	Rv3671c protease = ·	DUSP3 inh = ·	Mtb FBA inh = -3	Mtb BioA inh = -0.2	UGM FP inh = ·

# (next part)
SMILES,GDH-TPI counter,CCHFV vOTU inh,FadD28 binding,BoNT F protease,MazEF act,Rv3671c protease,DUSP3 inh,Mtb FBA inh,Mtb BioA inh,UGM FP inh
COc1ccc(OCCNC(=O)C(c2ccccc2)c2ccccc2)cc1,-7,2,-4.6,-2,-6,-10,17,-3,3.1,2.0
CC(=O)NC(C)(c1ccccc1)c1nc(/C=C/c2ccccc2)cs1 (stereo not drawn),12,3,-1.9,-2,·,·,·,2,0.8,·
COc1ccc(CNC2CCCc3ccccc32)cc1OC (stereo not drawn),14,-8,-0.8,4,-4,7,2,2,-4.0,-3.3
O=C(Nc1ccc(N2CCCC2)c(Cl)c1)c1cccnc1,2,5,-5.4,-8,15,2,9,2,16,-0.4
CCN1CCc2c(OCc3ccc(C)cc3)cccc2C1=O,4,-11,-1.5,-7,5,0,40,4,·,-0.2
COc1ccc(N2CCN(C(=O)CCN3C(=O)C4C5C=CC(C5)C4C3=O)CC2)cc1 (stereo not drawn),5,-13,0.9,-7,5,7,21,-5,·,-1.6
CCC(=O)Nc1c(-c2ccc(C)cc2)c(=O)c2ccccc2n1C,12,5,·,4,8,·,46,9,0.7,3.5
CCCCN(C(=O)c1ccc(COc2ccccc2)o1)c1c(N)n(CC(C)C)c(=O)[nH]c1=O,-2,4,-1.2,-2,3,-1,·,0,-0.7,-3.0
